Eya2 phos inh = inhibitors of human Eya2 phosphatase activity. recombinant Eya2, OMFP fluorescence dephosphorylation (OMFP is methylfluorescein phosphate). Potency, µM (doses to about 76.9 µM), for inactives: at the highest dose activity, negative = inhibition, most hits filed as inhibitors. 0.006% of 330,000 active; also: potency is read from the fitted curve at half-maximal effect; % is scaled to controls: 0 for no effect and ±100 for the full control effect
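Eya2 (0.2 uM) preincubated 10 min at ambient with compound, then OMFP substrate added at 50 uM; 10 min reaction in 50 mM HEPES pH 7.5, 50 mM NaCl, 5 uM MgCl2, 0.05% BSA, 1 mM DTT. Fluorescence read at Ex 485/Em 525 nm.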
Menin MLL FP TR = menin-MLL binding inhibition, Texas Red mutant peptide; Menin + Texas Red MLL mutant peptide, fluorescence polarization; 0.23% of 270,000 active; O00255; Potency, µM (titrated, usually from 61.6 µM), without a hit: at the top dose FP activity change, negative = inhibition, most hits filed as inhibitors; active = well fitted inhibition curve with a large enough effect in the polarisation, with a control signal flat, not every such curve was filed as active; inconclusive = small, poorly fitted or top-dose-only effect, or effect the other way, or a change in a side signal; inactive = no such curve, though single readings can be large or run the other way; the % refers to the polarisation; also: potency is read from the fitted curve at half-maximal effect; % of control where 0% means no effect; many of its hits are not listed in these tables
KCNH2 WT inh = blocks the wildtype human KCNH2 potassium channel; Q12809; U2OS, BacMam KCNH2, thallium flux FluxOr; hits give low values; activity change, % at 1.84 µM; 0.37% of 340,000 active; AID 720551;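 active = maximum activity change below -70%; inconclusive = maximum activity change between -70% and -50%; inactive = maximum activity change above -50%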; also: % is scaled to controls: 0 for no effect and ±100 for the full control effect
Target sequence (Q12809 whole entry, looked up): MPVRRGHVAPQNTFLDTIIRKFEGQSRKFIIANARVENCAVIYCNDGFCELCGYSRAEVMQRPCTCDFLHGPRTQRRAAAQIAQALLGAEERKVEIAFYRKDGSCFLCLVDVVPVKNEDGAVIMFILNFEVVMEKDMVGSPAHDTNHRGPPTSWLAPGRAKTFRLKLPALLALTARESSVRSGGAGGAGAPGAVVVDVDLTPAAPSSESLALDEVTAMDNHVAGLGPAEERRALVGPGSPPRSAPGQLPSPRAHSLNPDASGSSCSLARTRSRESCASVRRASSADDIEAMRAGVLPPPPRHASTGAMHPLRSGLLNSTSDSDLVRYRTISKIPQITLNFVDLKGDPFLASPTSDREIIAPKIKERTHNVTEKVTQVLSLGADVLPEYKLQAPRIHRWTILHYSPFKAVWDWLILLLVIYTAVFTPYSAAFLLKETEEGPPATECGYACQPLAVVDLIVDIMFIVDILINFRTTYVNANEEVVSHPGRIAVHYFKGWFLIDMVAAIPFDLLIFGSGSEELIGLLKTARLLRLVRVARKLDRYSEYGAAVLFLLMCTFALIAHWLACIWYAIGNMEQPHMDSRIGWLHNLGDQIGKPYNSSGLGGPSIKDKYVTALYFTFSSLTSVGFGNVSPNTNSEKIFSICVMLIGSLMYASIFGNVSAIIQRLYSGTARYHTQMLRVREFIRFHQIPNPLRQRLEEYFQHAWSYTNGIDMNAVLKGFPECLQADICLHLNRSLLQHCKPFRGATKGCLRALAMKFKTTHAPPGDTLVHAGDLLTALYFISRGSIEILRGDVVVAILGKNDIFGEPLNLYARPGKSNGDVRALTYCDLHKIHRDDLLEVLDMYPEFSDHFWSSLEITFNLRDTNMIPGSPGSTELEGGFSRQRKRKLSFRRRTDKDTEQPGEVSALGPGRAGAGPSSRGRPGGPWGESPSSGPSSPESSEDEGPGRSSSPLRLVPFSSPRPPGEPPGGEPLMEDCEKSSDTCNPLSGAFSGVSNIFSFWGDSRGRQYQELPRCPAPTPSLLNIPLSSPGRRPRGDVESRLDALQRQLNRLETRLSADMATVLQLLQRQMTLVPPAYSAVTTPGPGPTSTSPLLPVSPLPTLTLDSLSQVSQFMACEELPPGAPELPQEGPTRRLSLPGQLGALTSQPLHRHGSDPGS
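U2OS cells were transduced with wild-type KCNH2 virus (2.03 x 10^8 / mL) for 4 h at room temperature, then cultured overnight at 37 C. Thallium flux was read with FluxOr dye. Rate constants were normalized to DMSO controls.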
TSHR antag = blocks TSH signaling through the human TSH receptor. AID 504810. activity change, negative = inhibition, % at 11.5 µM. 0.2% of 330,000 active. TSHR-expressing cells, TSH-stimulated cAMP HTRF, 2 h; hits give low values. P16473;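 active = activity change below a set negative limit, meaning inhibition stronger than a set level, cut at about -70% in these data; inconclusive = activity change between two set negative limits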; also: % is scaled to controls: 0 for no effect and ±100 for the full control effect
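TSHR-expressing cells were treated with compounds, then stimulated with TSH at EC80 (4nM final) for 2 hours at 37 deg C. Cellular cAMP was measured by HTRF competition between lysate cAMP and cAMP-d2 for a cryptate-labelled anti-cAMP antibody.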
PKM2 act = activators of human pyruvate kinase M2 | P14618 | purified PKM2, Kinase-Glo ATP luminescence, activation; response scale: 0% is enzyme alone, no compound | Potency, µM (doses to about 57.5 µM), for the others: at the top dose activation, actives largely listed as activators | 0.34% of 260,000 active | AID 1631; also: potency is read from the fitted curve at half-maximal effect; % is scaled to controls: 0 for no effect and ±100 for the full control effect; nearly all actives have a fitted effect of over 55% in size
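Purified hPK-M2 (>95% pure) converted ADP (0.1 mM final) to ATP with 0.5 mM PEP in 50 mM imidazole pH7.2, KCl, MgCl2, Tween 20, BSA; 1 h at room temperature. ATP detected by Kinase-Glo luminescence.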
Mito fusion yeast = blocks mitochondrial division or promotes mitochondrial fusion. S. cerevisiae fusion-defective mutant growth rescue, CellTiterGlo 48 h. AID 485298. 0.23% of 320,000 active. Potency, µM (doses to about 46.1 µM), inactives show top-dose growth rescue (activation), hits mostly activators;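 also: potency is read from the fitted curve at half-maximal effect; % of control where 0% means no effect; nearly all actives have a fitted effect of over 45% in size; temperature-sensitive fusion mutants such as fzo1-1 at 37 °C on non-fermentable ethanol glycerol medium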
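Temperature-sensitive fusion-defective S. cerevisiae (e.g. fzo1-1, mgm1-5) were grown with compound in YPEG medium (3% ethanol, 3% glycerol) for 48 hours at 37C. Growth rescue was measured as viability by CellTiterGlo luminescence after 10 minutes at ambient.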
BCR signal inh = blocks chronic active B-cell receptor signaling | Potency, µM (doses to about 46.1 µM), for the others: top-dose ratio change, negative = lower green/red ratio, usual class: inhibitors | ABC-DLBCL IkBa-CBG/CBR reporter, luminescence ratio, 4 h | 0.05% of 340,000 active | AID 493014; active = well fitted inhibition curve with a large enough effect in the signal ratio, with a control signal flat, not every such curve was filed as active; inconclusive = small, poorly fitted or top-dose-only effect, or effect the other way, or a change in a side signal; the % refers to the signal ratio;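 also: potency is read from the fitted curve at half-maximal effect; plate controls were basal doxycycline-induced cells for no effect and cells given 10 µM MG132 for full effect; MG132 reads +100%, hits lower the ratio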
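Cell line TMD8 (human ABC DLBCL), stably expressing tet-inducible CBG68-IkBa fusion and CBR; IMDM/0.5% FBS; cpd up to 46 uM; dox induction, 4 h, 37C/5% CO2; dual luminescence; green/red ratio; MG132 control.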
S-ASM inh = inhibitors of human secretory acid sphingomyelinase. placental ASM, HMU-PC fluorogenic substrate, 60 min. Potency, µM (series often up to 57.5 µM), for inactives: at the highest dose activity change, negative = inhibition, usual class: inhibitors. 0.006% of 340,000 active; also: potency is read from the fitted curve at half-maximal effect
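Steps: dispense placental human ASM, pin compound, wait 10 min at room temperature, add HMU-PC0 substrate at 9 uM final, incubate 60 min at 37 °C, add stop solution raising pH to 10, read fluorescence.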
USP2a block = blocks human ubiquitin-specific protease USP2a. O75604. USP2 core, Ub-CHOP2 coupled fluorogenic reporter, 485/531. Potency, µM (highest dose often 38.3 µM), without a hit: top-dose activity change, negative = inhibition, usual class: inhibitors. 0.01% of 330,000 active;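 also: potency is read from the fitted curve at half-maximal effect; plate controls were DMSO wells for no effect and full inhibition by NEM control for full effect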
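USP2 core (10nM final) preincubated 30min RT with compound in 20mM Tris-HCl pH 8.0, 2mM CaCl2, 2mM beta-mercaptoethanol, 0.05% CHAPS; 25nM Ub-CHOP2 plus 25nM reporter substrate added, fluorescence (Ex485/Em531) read after 60min.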
MBNL1-CUG inh = inhibitors of human MBNL1 binding to CUG repeat RNA | 0.036% of 280,000 active | Potency, µM (titrated, usually from 57.5 µM), for inactives: top-dose activity change, negative = inhibition, usual class: inhibitors | AID 2675 | TR-FRET MBNL1-His/biotin-(CUG)12 binding, 665/545 ratio; active = well fitted inhibition curve with a large enough effect in the signal ratio, with a control signal flat, not every such curve was filed as active; inconclusive = small, poorly fitted or top-dose-only effect, or effect the other way, or a change in a side signal; inactive = no such curve, though single readings can be large or run the other way; the % refers to the signal ratio; also: potency is read from the fitted curve at half-maximal effect; % is scaled to controls: 0 for no effect and ±100 for the full control effect
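MBNL1-His + Biotin-(CUG)12, cpd titration 92 nM–58 uM; Tb anti-His Ab 0.055 ng/ul, SA-XL665 5 nM (final); 60 min RT; ratiometric 665/545 nm, Ex 340 nm; normalized to buffer and full-complex controls.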
GALK inh = galactokinase (human) inhibition; P51570; Purified GALK, Kinase-Glo residual ATP luminescence; Potency, µM (top dose mostly 57.5 µM), inactives show at the top dose activity change, negative = inhibition, hits mostly inhibitors; 0.007% of 270,000 active; AID 1868; also: potency is read from the fitted curve at half-maximal effect; % is scaled to controls: 0 for no effect and ±100 for the full control effect
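GALK at 5 nM final was combined with compound, 35 uM ATP and 100 uM galactose in HEPES pH8.0 with MgCl2 and DTT. The reaction ran one hour at room temperature before luminescent ATP detection.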
The depositor's hits bear a star; ? = inconclusive; · = not tested or not shown; [ ] = dose if it differs, or a comment. Unless noted, calls follow the shape of the dose curve; as a rule, active = well fitted curve in the direction sought with a large enough effect; inconclusive = small, poorly fitted or top-dose-only effect, or another doubt; inactive = no such curve, though single readings can be large; an effect the other way counts as inactive or inconclusive. This is a subset; rates above refer to the full screens.

SMILES | Eya2 phos inh | Menin MLL FP TR | KCNH2 WT inh | TSHR antag | PKM2 act | Mito fusion yeast | BCR signal inh | S-ASM inh | USP2a block | MBNL1-CUG inh | GALK inh
Cc1cc(C(=O)NNC(=O)c2ccccc2F)c2ccccc2n1 | 13% | · | 3 | -15 | · | -2% | -1% | 2% | 2% | · | ·
COc1cc2[nH]c(=O)n(Cc3ccc(C(=O)NC4CCN(Cc5ccccc5)CC4)cc3)c(=O)c2cc1OC | 7% | -9% | -10 | -3 | -1% | 0% | 2% | 0% | 3% | · | 0%
CCOC(=O)c1c(C)c(C(=O)Nc2ccccc2)c(C)n1CC | 4% | 15% | 1 | -6 | 1% | 16% | 1% | -3% | -1% | -4% | -3%
O=C(O)c1ccc(S(=O)(=O)c2ccc3c(c2)C(=O)N(NC(=O)c2ccc(O)cc2)C3=O)cc1 | 9% | 2% | -6 | 1 | 1% | -3% | ? | -4% | 0% | 21% | 4%
CCCCc1ccc(N=N/C(C(=O)Nc2cc(OC)c(NC(C)=O)cc2OC)=C(/C)O)cc1 | -1% | -2% | 9 | 3 | -5% | -2% | -8% | -2% | 2% | · | 1%
O=C(NC1CCCCC1)C(c1ccncc1)N(CC1CCCO1)C(=O)C(F)(F)F (stereo not drawn) | 3% | -1% | -1 | 12 | -7% | 0% | 1% | 4% | -1% | -8% | 2%
Cc1ccc(NC(=S)c2ccc(N(C)C)cc2)cc1 | -7% | ? | 5 | -13 | -4% | -3% | ? | 415%[activator] | 5% | 463%[activator] | 3%
O=S(=O)(NCc1ccncc1)c1ccc(S(=O)(=O)NCC2CCCO2)cc1 (stereo not drawn) | -13% | -5% | -1 | -8 | -3% | 1% | 3% | 4% | 0% | 4% | 0%
CCN(C(=O)c1nn(-c2ccc(OC)cc2)c(=O)c2c1c1ccccc1n2C)c1ccc(OC)cc1 | -2% | -3% | -12 | 1 | -2% | 7% | ? | -11% | 0% | 19% | 2%
O=C1CC(C(=O)N(CC2CCCO2)C(C(=O)NC2CCCCC2)c2ccncc2)CS1 (stereo not drawn) | -3% | ? | -5 | -1 | 10% | -2% | -1% | 1% | -5% | -2% | -2%
O=C(/C=C/c1ccc2c(c1)OCO2)NC1CCCC1 | 1% | -1% | -6 | -14 | -1% | 2% | -16% | 0% | 0% | 8% | -1%
CCNC(=O)CCc1nc(-c2ccc(C)cc2)no1 | 18% | · | 1 | -6 | -2% | 5% | 11% | -4% | 0% | 0% | 5%
O=C(C1CC(=O)N(c2ccccc2)C1)N1CCN(c2ccccc2F)CC1 (stereo not drawn) | -6% | · | 14 | 5 | 1% | 2% | -6% | 2% | 2% | 3% | -7%
CCOC(=O)Cn1c(=NC(=O)c2ccc([N+](=O)[O-])s2)sc2ccccc21 | -5% | ? | -4 | 0 | -2% | ? | 2% | 0% | 2% | 1% | -2%
N#CC1(NC(=O)Cn2cc(C(F)(F)F)ccc2=O)CCCC1 | 10% | · | 16 | 11 | · | -3% | 1% | 2% | 2% | · | ·
Cc1ccc(NC(=O)NC(=S)NC(=O)c2ccccc2)cc1 | -3% | 13% | -7 | 7 | -10% | 21% | ? | -3% | 1% | -3% | ·
Cc1ccc(SCC(=O)NC(=O)Nc2ccc3c(c2)OCCO3)cc1C | -3% | -30% | -3 | -8 | 3% | -6% | 1% | -7% | -2% | · | 3%
COc1cc(-c2noc(C)c2C#Cc2nccn2C)cc(OC)c1OC | 2% | -25% | 7 | 8 | 8% | 3% | ? | -5% | 0% | 5% | ·
Cc1cn(C2CC(OC(=O)C(C)C)C(CO)O2)c(=O)[nH]c1=O (stereo not drawn) | 17% | · | 9 | 23 | · | -2% | ? | 44% | 0% | · | ·
COCCCNC(=O)CN(c1cccc(Cl)c1C)S(C)(=O)=O | 9% | 18% | 95 | -1 | -7% | 1% | -11% | 4% | 0% | ? | 2%
COc1ccc(CNC(=O)C2CCCN2CCc2ccccc2)cc1OC (stereo not drawn) | -1% | -7% | 17 | 0 | 4% | 4% | -22% | 3% | 3% | 0% | -3%
COc1cc(Cl)c(C)cc1NC(=O)CSc1ccc(NC(C)=O)cc1 | 2% | -15% | 7 | 36 | 11% | -22% | 6% | 0% | 0% | 7% | 1%
NS(=O)(=O)c1ccc(NC(=O)CSc2nc(Nc3ccccc3)nc(N3CCOCC3)n2)cc1 | -10% | · | 8 | -3 | 0% | -2% | -20% | -6% | 0% | -7% | 5%
O=C(c1cc(COc2ccc(F)cc2F)on1)N1CC[C@@H]2CCCC[C@H]2C1 | 1% | ? | 14 | -28 | 7% | 1% | 1% | -3% | 0% | 1% | -2%

Results in Menin MLL FP TR and MBNL1-CUG inh, for some of the entries so far:
SMILES	Menin MLL FP TR	MBNL1-CUG inh
O=C(/C=C/c1ccc2c(c1)OCO2)NC1CCCC1	-1%	8%
CCNC(=O)CCc1nc(-c2ccc(C)cc2)no1	·	0%

Random excerpt: two records from the list, in no set order.
SMILES | Eya2 phos inh | Menin MLL FP TR | KCNH2 WT inh | TSHR antag | PKM2 act | Mito fusion yeast | BCR signal inh | S-ASM inh | USP2a block | MBNL1-CUG inh | GALK inh
Cc1ccc(NC(=S)c2ccc(N(C)C)cc2)cc1 | -7% | ? | 5 | -13 | -4% | -3% | ? | 415%[activator] | 5% | 463%[activator] | 3%
O=C(C1CC(=O)N(c2ccccc2)C1)N1CCN(c2ccccc2F)CC1 (stereo not drawn) | -6% | · | 14 | 5 | 1% | 2% | -6% | 2% | 2% | 3% | -7%

Next section:
SMILES | Eya2 phos inh | Menin MLL FP TR | KCNH2 WT inh | TSHR antag | PKM2 act | Mito fusion yeast | BCR signal inh | S-ASM inh | USP2a block | MBNL1-CUG inh | GALK inh
Cc1c(CCOC(=O)C23CC4CC(CC(C4)C2)C3)sc[n+]1Cc1ccccc1 | 1% | -6% | -5 | 9 | -3% | -4% | 2% | 6% | 2% | · | 1%
COC(C[C@H](O)C[C@@H](O)[C@@H](C)OCc1ccccc1)OC | -2% | · | -9 | -3 | 1% | 16% | -1% | 8% | 0% | -9% | -1%
Cc1ccccc1CS(=O)(=O)CC(O)CN1CCCC1=O (stereo not drawn) | 5% | 54%[activator] | -3 | 6 | · | 9% | 1% | 4% | -9% | 3% | ·
Cc1nnc(NC(=O)CN2C(=O)c3ccccc3S2(=O)=O)s1 | 3% | 0% | 1 | 7 | 0% | -1% | -16% | 0% | -6% | -8% | 2%
CC(C)(CCO)Nc1ncnc2onc(-c3ccc(F)cc3)c12 | -27% | 7% | 19 | -1 | · | 8% | -4% | 3% | 1% | -5% | ·
Cc1ccc2nc(NCC(=O)O)nc(-c3ccccc3)c2c1 | 1% | 22% | -2 | -20 | -12% | -1% | 13% | 298%[activator] | 3% | 13% | -3%
CCn1c(SCC(=O)c2ccccc2)nnc1-c1cnccn1 | -1% | -18% | -4 | -2 | -1% | -2% | ? | -2% | 2% | 6% | -4%
O=C(CSc1n[nH]c(-c2ccccn2)n1)Nc1ccc(F)cc1 | -7% | 21% | -1 | -10 | 1% | -6% | 2% | 0% | 1% | 2% | 6%
COc1c(-c2ccc(O)cc2)oc2cc(O)cc(O)c2c1=O | -10% | · | 5 | -2 | 5% | -7% | 3% | -3% | -8% | 5% | -2%
Cc1noc(C)c1COc1ccc(C(=O)O)cc1 | -2% | -9% | -1 | 1 | -2% | 1% | ? | 3% | 0% | -6% | 0%
COc1ccccc1OCCNC(=O)c1c(-c2ccccc2Cl)noc1C | -8% | · | 30 | -4 | -4% | 0% | 4% | 1% | -1% | -9% | -3%
COc1cccc(-c2cc(C(=O)N3CCN(S(=O)(=O)c4ccccc4)CC3)[nH]n2)c1 | -4% | 19% | 3 | -4 | 3% | -2% | 10% | -11% | 0% | -3% | ·

Assay outcomes: PubChem BioAssay, National Center for Advancing Translational Sciences (NCATS)
